Assay outcomes deposited in PubChem by University of Kansas High Throughput Screening Laboratory.
mHTT CaM bind: mHTT-calmodulin interaction abrogation; AlphaScreen His-mHTT/GST-CaM binding, luminescence; P42858; 190,000 tested, 3.6% active; inhibition, % at 15 µM;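 also: 0% = both proteins with DMSO and 100% = one protein alone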
Target sequence (P42858 whole entry, looked up, stated change not applied): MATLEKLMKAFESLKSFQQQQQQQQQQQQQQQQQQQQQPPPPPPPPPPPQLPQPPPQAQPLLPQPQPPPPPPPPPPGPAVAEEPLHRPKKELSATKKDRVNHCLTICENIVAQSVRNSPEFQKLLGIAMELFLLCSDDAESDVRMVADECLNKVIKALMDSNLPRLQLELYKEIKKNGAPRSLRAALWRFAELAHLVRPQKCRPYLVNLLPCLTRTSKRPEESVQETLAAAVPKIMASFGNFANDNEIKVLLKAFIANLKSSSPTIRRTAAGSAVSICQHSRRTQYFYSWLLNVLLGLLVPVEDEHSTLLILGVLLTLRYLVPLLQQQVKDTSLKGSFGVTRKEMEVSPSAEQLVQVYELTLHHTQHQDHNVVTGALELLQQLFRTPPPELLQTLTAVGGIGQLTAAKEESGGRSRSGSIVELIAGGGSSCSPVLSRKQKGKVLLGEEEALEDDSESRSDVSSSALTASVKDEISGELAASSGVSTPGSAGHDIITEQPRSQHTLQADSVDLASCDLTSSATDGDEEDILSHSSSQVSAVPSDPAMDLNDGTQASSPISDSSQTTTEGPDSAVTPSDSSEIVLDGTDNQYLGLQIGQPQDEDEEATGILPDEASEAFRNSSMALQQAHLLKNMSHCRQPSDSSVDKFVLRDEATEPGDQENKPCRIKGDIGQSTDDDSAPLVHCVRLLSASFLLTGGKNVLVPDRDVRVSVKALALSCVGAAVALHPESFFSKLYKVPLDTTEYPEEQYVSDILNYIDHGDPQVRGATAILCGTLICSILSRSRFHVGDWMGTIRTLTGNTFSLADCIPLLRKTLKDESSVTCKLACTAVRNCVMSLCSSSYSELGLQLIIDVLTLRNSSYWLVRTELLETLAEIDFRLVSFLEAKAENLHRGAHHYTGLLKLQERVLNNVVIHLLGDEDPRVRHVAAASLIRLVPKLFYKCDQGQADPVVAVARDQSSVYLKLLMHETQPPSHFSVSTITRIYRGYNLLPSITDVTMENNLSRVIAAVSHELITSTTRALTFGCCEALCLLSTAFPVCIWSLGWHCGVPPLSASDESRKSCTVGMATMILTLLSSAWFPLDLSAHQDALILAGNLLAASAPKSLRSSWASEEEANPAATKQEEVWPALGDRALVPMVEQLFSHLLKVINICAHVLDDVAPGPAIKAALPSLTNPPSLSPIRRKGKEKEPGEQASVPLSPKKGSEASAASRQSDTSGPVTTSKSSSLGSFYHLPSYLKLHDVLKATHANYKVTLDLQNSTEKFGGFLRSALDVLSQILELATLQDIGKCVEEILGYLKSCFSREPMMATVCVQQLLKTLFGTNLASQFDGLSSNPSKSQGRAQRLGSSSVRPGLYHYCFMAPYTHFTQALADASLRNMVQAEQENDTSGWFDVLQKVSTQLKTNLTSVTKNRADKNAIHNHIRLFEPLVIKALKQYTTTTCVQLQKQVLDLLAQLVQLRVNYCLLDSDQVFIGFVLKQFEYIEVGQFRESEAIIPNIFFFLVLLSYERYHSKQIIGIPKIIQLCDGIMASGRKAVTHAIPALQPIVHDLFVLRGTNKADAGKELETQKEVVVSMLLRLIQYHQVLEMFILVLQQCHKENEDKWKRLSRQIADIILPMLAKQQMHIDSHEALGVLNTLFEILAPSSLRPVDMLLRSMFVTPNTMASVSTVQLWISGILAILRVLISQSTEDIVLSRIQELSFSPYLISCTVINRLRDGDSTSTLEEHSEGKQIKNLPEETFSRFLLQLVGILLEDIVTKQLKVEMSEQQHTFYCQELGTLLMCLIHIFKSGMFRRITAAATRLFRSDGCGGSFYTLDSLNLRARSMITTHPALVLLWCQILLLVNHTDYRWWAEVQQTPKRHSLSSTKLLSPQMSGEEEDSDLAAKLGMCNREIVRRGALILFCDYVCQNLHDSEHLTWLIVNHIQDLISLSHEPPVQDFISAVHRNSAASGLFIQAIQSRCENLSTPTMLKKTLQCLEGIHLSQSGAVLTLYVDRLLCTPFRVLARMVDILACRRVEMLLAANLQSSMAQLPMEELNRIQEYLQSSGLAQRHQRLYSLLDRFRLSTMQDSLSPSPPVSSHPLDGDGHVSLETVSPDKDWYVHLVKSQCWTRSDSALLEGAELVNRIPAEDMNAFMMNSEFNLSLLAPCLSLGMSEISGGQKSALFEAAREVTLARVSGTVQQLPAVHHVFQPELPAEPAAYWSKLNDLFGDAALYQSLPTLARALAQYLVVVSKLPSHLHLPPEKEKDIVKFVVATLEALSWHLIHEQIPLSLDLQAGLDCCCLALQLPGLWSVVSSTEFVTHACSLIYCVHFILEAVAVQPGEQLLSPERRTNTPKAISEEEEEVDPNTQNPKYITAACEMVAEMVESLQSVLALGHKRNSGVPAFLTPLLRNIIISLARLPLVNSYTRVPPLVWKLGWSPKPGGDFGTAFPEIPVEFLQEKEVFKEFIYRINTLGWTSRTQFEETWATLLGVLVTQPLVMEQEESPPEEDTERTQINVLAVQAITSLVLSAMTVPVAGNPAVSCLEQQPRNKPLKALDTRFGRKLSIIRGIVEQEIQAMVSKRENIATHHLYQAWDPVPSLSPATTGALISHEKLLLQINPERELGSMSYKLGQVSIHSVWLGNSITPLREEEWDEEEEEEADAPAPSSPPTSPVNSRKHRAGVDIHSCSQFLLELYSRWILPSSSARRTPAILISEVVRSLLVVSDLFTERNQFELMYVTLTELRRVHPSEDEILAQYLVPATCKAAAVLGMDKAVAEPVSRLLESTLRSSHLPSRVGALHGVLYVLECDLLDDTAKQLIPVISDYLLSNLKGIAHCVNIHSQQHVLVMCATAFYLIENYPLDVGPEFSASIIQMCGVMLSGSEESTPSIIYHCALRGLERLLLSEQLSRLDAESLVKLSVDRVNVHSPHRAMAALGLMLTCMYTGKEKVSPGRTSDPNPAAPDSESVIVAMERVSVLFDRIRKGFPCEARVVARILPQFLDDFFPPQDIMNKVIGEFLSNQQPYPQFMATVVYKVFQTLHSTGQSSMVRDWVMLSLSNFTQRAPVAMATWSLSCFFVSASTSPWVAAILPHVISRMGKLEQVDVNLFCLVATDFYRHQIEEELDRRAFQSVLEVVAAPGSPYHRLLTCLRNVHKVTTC
Pf apPOL inh: Pf-apPOL DNA polymerase inhibition | Recombinant Pf-apPOL, molecular beacon fluorescence, 1.5 h | inhibition, % at 10 µM | 210,000 tested, 0.25% active
Active calls of the source: *; i = inactive; · = not tested or not shown; & = joins results of further samples. Rule as the data show it: active = inhibition above about 50%; inactive = the rest. Some of the compounds tested; the hit share may differ from the screen's.

Start of the listing, in advance:
SMILES	mHTT CaM bind	Pf apPOL inh
Cc1cc(C)n2nc(SC(C)C(=O)NCc3cccs3)nc2n1 (stereo unspecified)	-11	-2
CC(C)C12C=CC(C)(CC1)C1C(=O)N(c3ccccc3)C(=O)C12 (stereo unspecified)	-6&-11	-3&-5

Results, repeating the preview:
SMILES	mHTT CaM bind	Pf apPOL inh
Cc1cc(C)n2nc(SC(C)C(=O)NCc3cccs3)nc2n1 (stereo unspecified)	-11	-2
CC(C)C12C=CC(C)(CC1)C1C(=O)N(c3ccccc3)C(=O)C12 (stereo unspecified)	-6&-11	-3&-5
Cc1ccc(S(=O)(=O)N2CCCC2c2nc(-c3cccc(Cl)c3)no2)cc1F (stereo unspecified)	-15	-1
COc1ccc(C2C(=C(O)c3ccccc3)C(=O)C(=O)N2CCCO)cc1OC (stereo unspecified)	-3	-3
CC(C)(CO)NC(=O)CC12CC3CC(CC(C3)C1)C2	-1	-9
COc1ccc2c(Cl)c(C(=O)Nc3ccc(S(=O)(=O)N4CCCC4)cc3)sc2c1	5	-7
C=CS(=O)c1sc(Cl)c(N2CCOCC2)c1[N+](=O)[O-] (stereo unspecified)	27	-2
COc1ccc(C(=O)N2CCN(c3ccc(C)c(Cl)c3)C(=O)C2C)cc1 (stereo unspecified)	1	0
CCC1CN(C(=O)Nc2ccc(C)cc2)c2ccccc2O1 (stereo unspecified)	-4	3
O=C(Nc1ccc(F)cc1)/C(=C\c1cccc([N+](=O)[O-])c1)NC(=O)c1ccc(F)cc1Cl	-1	3
CCN1C(=O)C(CC(C)C)NC12CCN(C(=O)c1ccccc1F)CC2 (stereo unspecified)	0	-3
COc1ccc(NC(=O)C2CCCN(C(=O)c3cccc(C)c3)C2)cc1Cl (stereo unspecified)	25	-4
O=C(CC(NCCC1=CCCCC1)C(=O)O)Nc1ccccc1Cl (stereo unspecified)	-2	-2
O=C(Nc1ccc2nn(-c3ccc(F)cc3)nc2c1)c1ccccc1F	-4	-2
CCCC12CN3CC(C)(CN(C1)C3c1ccccc1)C2=O (stereo unspecified)	-3	-2
Cn1c(C(=O)NC2CCCCC2)cc2c1CCN(Cc1ccccc1)C2	25	-1
COc1cc(/C=C2/C=C(c3ccccc3)OC2=O)cc(OC)c1OC	20	-8
Cc1cccc(NC(=O)CSc2nc3ccccc3c(=O)n2C)c1C	-4	-3
COc1ccc(OC2CCN(S(=O)(=O)c3ccc(C(C)=O)cc3)CC2)cc1	-3	-10
CC(=O)N1CCc2ccccc2C1C(=O)NCc1c(C)cc(C)cc1C (stereo unspecified)	32	-3
COc1cccc(Nc2ncnc3c2nnn3Cc2ccc(Cl)cc2)c1	·	-6
Cc1c(C(=O)NCCSc2ccccn2)cccc1[N+](=O)[O-]	0	-4
Cc1cc(Cl)ccc1OCC(=O)Nc1ccc2oc(-c3ccncc3)nc2c1	-1	3
CNc1nccc(N2CCC(CC(=O)NCCCc3ccccc3)CC2)n1	9	0
CC1(C)CC(=O)c2c(CCCCc3n[nH]c4c3C(=O)CC(C)(C)C4)n[nH]c2C1	19	-3
CCC(=O)N1CCc2sc(C(=O)N3CCN(CC)CC3)cc2C1	-2	6
O=[N+]([O-])c1ccccc1C(O)CO (stereo unspecified)	·	-4
CCOc1ccccc1NC(=O)N(Cc1ccsc1)C1CC1	-27	-3
O=C(NCc1cccnc1-c1ccccc1)C1CC1	-13	-5
Cc1ccccc1-n1nc2c(c1NC(=O)c1ccc(S(=O)(=O)N3CCCC3)cc1)CSC2	14	-2

Some of the entries so far, as labelled records:
Cc1cccc(NC(=O)CSc2nc3ccccc3c(=O)n2C)c1C
- mHTT CaM bind = -4
- Pf apPOL inh = -3
COc1ccc(OC2CCN(S(=O)(=O)c3ccc(C(C)=O)cc3)CC2)cc1
- mHTT CaM bind = -3
- Pf apPOL inh = -10
CC(=O)N1CCc2ccccc2C1C(=O)NCc1c(C)cc(C)cc1C (stereo unspecified)
- mHTT CaM bind = 32
- Pf apPOL inh = -3
COc1cccc(Nc2ncnc3c2nnn3Cc2ccc(Cl)cc2)c1
- mHTT CaM bind = ·
- Pf apPOL inh = -6

Individual results from the results shown:
Under Pf apPOL inh, Cn1c(C(=O)NC2CCCCC2)cc2c1CCN(Cc1ccccc1)C2 has the entry -1
Under mHTT CaM bind, COc1cc(/C=C2/C=C(c3ccccc3)OC2=O)cc(OC)c1OC has the entry 20
Under mHTT CaM bind, O=C(NCc1cccnc1-c1ccccc1)C1CC1 has the entry -13
Under Pf apPOL inh, Cc1ccccc1-n1nc2c(c1NC(=O)c1ccc(S(=O)(=O)N3CCCC3)cc1)CSC2 has the entry -2

Single records, from the list above. Screens in order: mHTT CaM bind | Pf apPOL inh
COc1ccc(C2C(=C(O)c3ccccc3)C(=O)C(=O)N2CCCO)cc1OC (stereo unspecified) is entered as -3 | -3
O=C(NCc1cccnc1-c1ccccc1)C1CC1 is entered as -13 | -5
CC1(C)CC(=O)c2c(CCCCc3n[nH]c4c3C(=O)CC(C)(C)C4)n[nH]c2C1 is entered as 19 | -3
Cc1cc(C)n2nc(SC(C)C(=O)NCc3cccs3)nc2n1 (stereo unspecified) is entered as -11 | -2
COc1ccc(NC(=O)C2CCCN(C(=O)c3cccc(C)c3)C2)cc1Cl (stereo unspecified) is entered as 25 | -4

The results go on:
SMILES	mHTT CaM bind	Pf apPOL inh
O=C(Nc1nc(-c2ccc3c(c2)OCCO3)cs1)c1cc(Cl)sc1Cl	16	-4
CCN(CC)C(=O)c1cc2c(n1C)CCN(Cc1ccc(F)cc1)C2	34	-3
COc1ccc(N2CCC(CNS(=O)(=O)c3cccc(C(F)(F)F)c3)C2)cc1 (stereo unspecified)	73*	-12
CSc1ccccc1CN1CCC(CNC(=O)c2cc(=O)c3ccccc3o2)CC1	-16	-1
Cc1cc(C2C(C#N)=C(N)N(c3c(F)cccc3F)C3=C2C(=O)CCC3)c(C)s1 (stereo unspecified)	26	-3
N#C/C(=C\c1ccc(O)c(O)c1)c1nc(-c2ccc3c(c2)OCO3)cs1	98*	6
C=CCN1CCn2c1nc(COC)cc2=O	-15	1
Cc1cccc(C2C(C(=O)NCC3CCCO3)c3ccccc3C(=O)N2C2CC2)c1 (stereo unspecified)	3	-2
N#C/C(=C\c1ccc([N+](=O)[O-])cc1)c1nc2ccccc2c(=O)[nH]1	2	-12
COc1ccc(N2CCN(C(=O)CC(C)C)C(C)C2=O)c(OC)c1 (stereo unspecified)	-8	-1
N#CC1=C(N)OC2=C(C(=O)CCC2)C1c1ccccc1F (stereo unspecified)	-2	-2
CCc1cccc(C)c1NC(=O)Cc1nn(C)c(=O)c2ccccc12	0	-19
CC(=O)N1C(=O)C(=O)c2cc(I)ccc21	-1	-9
Cc1ccc(C(=O)NC2CCN(c3ccc(C)cc3)C2=O)cc1 (stereo unspecified)	-5	-2
CC(C)(C)SC(=S)SCC(=O)c1cc2ccccc2o1	·	1
CC1=C(C(=O)Nc2cc(C)ccn2)C(c2cccc(Cl)c2)C2=C(CC(C)(C)CC2=O)N1 (stereo unspecified)	3	-24
COc1ccccc1CNc1ccc([N+](=O)[O-])cn1	3	2
COc1ccc(CN2CCN(C(=O)c3ccccc3F)CC2)cn1	0	0
CNC(=O)c1ccc(Cn2ccsc2=NC(=O)c2ccc(F)cc2)cc1	0	-1
Cc1ccc(C(=O)N2CCC(COc3ccc(C(=O)N4CCCCC4)cc3)CC2)cc1	-16	1
COc1ccc(CC(=O)Nc2ccc(C)c(Cl)c2)cc1	-10	-3
CCNc1cc(N2CCC(CCC(=O)NCc3nc4ccccc4n3C)CC2)ncn1	29	-6
O=C(O)c1ccc(-c2nc3ccc(-c4ccc5nc(-c6ccc(C(=O)O)cc6)[nH]c5c4)cc3[nH]2)cc1	·	86*
O=S(=O)(NCc1nc2cccnc2n1C1CC1)c1cccc(Cl)c1	0	-4
O=C(NCc1csc(C2CCCN(S(=O)(=O)c3ccccc3)C2)n1)C1CC1 (stereo unspecified)	3	-7
COc1cc(C(=O)N2CCN(Cc3ccc([N+](=O)[O-])cc3)CC2)cc(OC)c1OC	-1	3
CCOc1ccc(-c2cn3ccn(-c4ccc(F)c(Cl)c4)c(=O)c3n2)cc1	-3	-1
O=C1C2C3C=CC(C4CC34)C2C(=O)N1c1ccncc1 (stereo unspecified)	3	24
CCCc1c(O)ccc2c(=O)cc(C(=O)OC)sc12	·	-17
O=C1[C@H](Cc2ccccc2)NC/C=C\C[C@H](c2ccco2)N1Cc1ccccc1	51*	1
COc1ccccc1OCCCn1cc(/C=C2/C(=N)N3C=CSC3=NC2=O)c2ccccc21	2	7
Cc1cc2c(cc1NS(=O)(=O)c1cccc(Cl)c1)n(C)c(=O)n2C	-8	0
COc1cccc(C(=O)Nc2ccc(-c3ccccc3)cc2)c1	-6	6
Cc1ccc(OCC(=O)Nc2cccc(C(F)(F)F)c2)c(Br)c1	-3	-2
CC(C)NC(=O)N1CCCC(c2cccc(C(=O)NCc3cccc(C(F)(F)F)c3)c2)C1 (stereo unspecified)	-2	-1
C=CCn1cnc2c1c(=O)n(C(C)C)c(=O)n2-c1cccc(Cl)c1	-4	-1
Cc1ccc(NS(=O)(=O)c2cccc3c2C(=O)c2ccccc2C3=O)c(C)c1	57*	-5
CC(C)NC(=O)c1ccccc1NC(=O)CN(c1ccccc1F)S(=O)(=O)c1ccccc1	3	92*
COCCC1CCN(C(=O)Cc2c(F)cccc2Cl)CC1	4	-2
O=C(O)COc1ccccc1C1OC2CCCCC2C2=CCCCC21 (stereo unspecified)	50*	-6
CCn1c(=O)c([N+](=O)[O-])c(NCCc2ccccc2)c2ccccc21	4	-2
CN1CCN(CCNC(=O)c2ccc3c(c2)N(C)C(=O)C2CCCCN32)CC1 (stereo unspecified)	3	3
Cn1c(=O)c2cc3ccccc3nc2c2c(=O)n(-c3ccccc3)c(=O)n(-c3ccccc3)c21	·	-15
O=C(NC1CC1)c1ccc(OCC2CCCN2C(=O)c2cc(F)ccc2Cl)cc1 (stereo unspecified)	-2	5
Cc1ccc(/C=C2\C(=O)Nc3ccc(F)cc32)cc1	48	0
Cc1cccc(CC(=O)N2CCC(c3cc(N)on3)CC2)c1	10	1
O=c1/c(=C/c2cccnc2)sc2n1CN(c1ccccc1)CN=2	0	-2
O=C(Nc1ccc(-c2nnc(-c3ccccc3)o2)cc1)c1ccco1	4	18
CN1CCN(C(=O)Nc2ccc(Cl)cc2)CC1	-3	-4
CCOc1cccc2c1OC(c1ccc(OC)cc1)N1N=C(c3ccc(C)o3)CC21 (stereo unspecified)	81*	-14
Cc1nc2cc(N3CC(C(=O)NCc4ccc(C(C)C)cc4)CC3=O)ccc2o1 (stereo unspecified)	1	0
O=C(Nc1c(Cl)cc(Cl)cc1Cl)c1ccc(F)cc1	-2	-2
COc1ccc(NC(=O)CN(c2cccc([N+](=O)[O-])c2)S(C)(=O)=O)c(OC)c1	8	-4
CCc1noc(-c2cccnc2N2CCCN(C(=O)c3ccc(C)cc3C)CC2)n1	-5	3
CCc1nn2cc(-c3ccccc3)nc2s1	-10	-4
Cc1ccc(Cn2cc(CN(C)S(=O)(=O)c3ccccc3Br)nn2)cc1	-18	-8
COc1ccccc1NC(CNS(=O)(=O)c1ccc(Cl)cc1)c1ccccc1 (stereo unspecified)	64*	-5
CC(NC(=O)c1ccc(F)cc1)C(=O)N1CCN(c2ccccn2)CC1 (stereo unspecified)	2	1
O=C(O)C1CC(=O)N(Cc2ccco2)C1 (stereo unspecified)	·	-7
COc1cccc(NC(=O)COc2c(C)cc(Cl)cc2Cl)c1	-2	-9

Going on with the list:
SMILES	mHTT CaM bind	Pf apPOL inh
COc1ccc(-n2nc(C(=O)NCCN3CCOCC3)c3ccccc3c2=O)c(OC)c1	5	-7
CC1C2CC(C(S(=O)(=O)N3CCOCC3)/C2=N/O)C1(C)C (stereo unspecified)	i	3
Fc1cc(F)cc(CN2CCC(c3nc(C4CC4)n[nH]3)CC2)c1	-7	-7
O=C(Nc1ccccc1Cl)O[C@@H]1CC[C@@]23CCCN2C(=O)CCC[C@H]3C1	0	-5
COc1ccc(NC(=O)c2cc(C(C)C)n3nccc3n2)cc1Cl	-12	1
COc1ccc(CC(C(=O)O)C(=O)O)cc1OC	0	-2
CCN(CC)c1ccc(CN2CCN(c3ccccc3OC)CC2)cc1	34	-4
N#CC1=C(N)N(c2ccccc2C(F)(F)F)C2=C(C(=O)CCC2)C1c1ccsc1 (stereo unspecified)	6	1
Oc1ccc(Cl)cc1N=Cc1cc(Br)cc(Cl)c1O	15	0
Cc1cnc(NC(=O)c2csc(Nc3ccc(S(C)(=O)=O)cc3)n2)s1	12	-6
CN1CCc2cccc3c2C1Cc1ccc(O)c(O)c1-3 (stereo unspecified)	·	12
COc1ccc(C(=O)Nc2cccc(NC(=O)c3ccccc3Cl)c2)cc1Br	15	0
O=c1[nH]c2cc(F)ccc2c(O)c1-c1nc(-c2ccc(F)cc2)no1	-5	-2
COc1ccc(OC)c(C=C2C(=O)OC(C)(c3ccccc3)OC2=O)c1 (stereo unspecified)	10	3
Cn1c2ccccc2c(=O)c2ccc(F)cc21	-10	-9
CC(=O)N1CCc2cc(N3CC(C(=O)N4CCN(C5CCCCC5)CC4)CC3=O)ccc21 (stereo unspecified)	7	-2
O=C(c1ccccc1)N1CCC(n2nc(-c3ccsc3)ccc2=O)CC1	99*	-3
Cc1nccc(-c2cccc(NC(=O)Nc3ccccc3)c2)n1	·	-2
CCCNC(=O)N1CCc2c(c(-c3nc(C)no3)nn2C)C1	-2	-4
O=c1c(C=NCc2ccco2)c(NCc2ccco2)nc2ccccn12	34	·
Cc1ccc(CNC(=O)C2CCN(c3nnc(-c4ccccc4)o3)CC2)cc1C	8	-7
Cc1oc(C2CCN(C(=O)c3ccccc3F)CC2)nc1C(=O)N1CCOCC1	-3	6
Cc1ccc(C(=O)N2CCCC(C)(C(=O)NCc3ccccc3)C2)cc1C (stereo unspecified)	42	-2
COc1ccc(-c2c(C)oc3cc(OCCN4CC5CC(C4)c4cccc(=O)n4C5)ccc3c2=O)cc1 (stereo unspecified)	3	-6
COc1cc(N2CCN(C(=O)Nc3ccccc3Cl)CC2)nc(C)n1	-5	-6
CN1C(=O)C(=Cc2ccc(O)cc2)SC1=S	29	-9
CC(C)C[C@@H]1COc2cccc(N3CCSCC3)c2S(=O)(=O)N1C	-18	-1
OC1CC(C(F)(F)F)Oc2ccccc21 (stereo unspecified)	0	·
COc1cc(NC(=O)N2CCCC2c2cc(C)on2)cc(OC)c1OC (stereo unspecified)	0	-4
